# Screens from PubChem BioAssay.
# GAA glycogen – qHTS Assay for Inhibitors and Activators of Human alpha-Glucosidase Cleavage of Glycogen | Lysosomal alpha-glucosidase (Homo sapiens), P10253 | recombinant GAA, glycogen substrate, Amplex Red glucose oxidase fluorescence | Potency, µM (series often up to 76.4 µM), without a hit: at the top dose activity change, negative = inhibition, hits mostly inhibitors | 300,000 tested, 0.38% active; active = well fitted inhibition curve with a large enough effect; inconclusive = small, poorly fitted or top-dose-only effect, or another doubt; inactive = no such curve, though single readings can be large or run the other way;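 note: 0% = full enzyme reaction and -100% = no-enzyme basal signal; the screen sought inhibitors and activators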
#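 Recombinant human enzyme (4 nM); glycogen substrate; 37 C, 40 min, pH 5.0. Readout: coupled glucose oxidase/Amplex Red fluorescence.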
# * = called active by the depositor; ? = inconclusive; & = joins results of further samples; [ ] = dose if it differs, or a comment. Potency is the fitted concentration of half-maximal effect.
GAA glycogen | canonical_smiles
-3.8% | Cc1cc(NC(=O)CCC(=O)N(Cc2ccco2)C(C(=O)NC2CCCC2)c2ccccc2F)no1 (configuration not stated)
-5.6%[76.3 µM] | COCCN1CC(C(=O)N2CCC(Oc3ccccc3OC)CC2)CCC1=O (configuration not stated)
-4.4% | Cn1c(=O)n(C)c2cc3[nH]cnc3cc21
-0.3%[76.3 µM] | COc1ccc(CCNC(=O)COc2cc(O)c3c(c2)OC(C)(C)CC3=O)cc1
-4.1% | Cc1c(C)n(Cc2ccccc2)c2ncnc(NN)c12
-3.4%[76.3 µM] | O=C(CN1CCCC1)Nc1cccc(Cl)c1Cl
2.8% | Nc1nc2ccc(C(=O)N3CCCCC3)cc2s1
2.2%[76.3 µM] | COCCC(=O)N1CCC(Oc2ccc(C(=O)NCCCC3CCCC3)cc2)CC1
1.3%[76.3 µM] | Cc1ncc(CN2CCCC(C(=O)Nc3ccc(-c4cccc(F)c4)cc3)C2)n1C (configuration not stated)
0.1% | CCCCC[C@H](O)/C=C/[C@H]1CCC(=O)[C@@H]1CCCCCCC(=O)N1CCCCC1CO (some centres not stated)
0.7% | O=C(Nc1nccs1)c1ccc(Cl)nc1
-0.4%[76.3 µM] | Cc1ccc(Cl)cc1N1CCN(S(=O)(=O)c2c(C)noc2C)CC1
1.7%[76.3 µM] | O=C(Cc1ccc(Cl)cc1Cl)NCc1cccnc1
0.6%[76.3 µM] | Cc1ccccc1OCC(=O)Nc1ccc(N2CCN(C(=O)c3ccco3)CC2)cc1
-6.2%[76.3 µM] | O=C(CSc1ccc2nnc(-c3cccnc3)n2n1)Nc1cccc(F)c1
-5.2%[76.3 µM] | CN(C)S(=O)(=O)c1ccc(C(=O)Nc2nnc(SCC(=O)NCC3CCCO3)s2)cc1 (configuration not stated)
-5.1%[76.3 µM] | Cc1ccc(CS(=O)Cc2ccc(C(=O)N3CCN(c4ccc(F)cc4)CC3)o2)cc1 (configuration not stated)
-3.2% | O=C(NC(Cc1c[nH]c2ccccc12)C(=O)O)/C(=C\c1ccccc1)NC(=O)c1ccccc1 (configuration not stated)
5.5%[76.3 µM] | C[C@H](NC(=O)c1nc[nH]c1C(=O)N[C@@H](Cc1ccccc1)C(=O)OC(C)(C)C)C(=O)OCc1ccccc1
1.4% | C/C(=N\Nc1ccc(S(N)(=O)=O)cc1[N+](=O)[O-])c1cccnc1
2.5% | CC(NC(=O)C(C)N1c2cccc3cccc(c23)S1(=O)=O)c1ccccc1 (configuration not stated)
-1.0%[76.3 µM] | COc1ccccc1-n1c(SCC(=O)Nc2cc(C)on2)nc2c([nH]c3ccccc32)c1=O
-4.6% | COCc1cc(=O)[nH]c(Cc2c(Cl)cccc2Cl)n1
0.8%[76.3 µM] | COc1ccc(NC(=O)CN2C(=O)CSc3ccc(S(=O)(=O)N4CCC(C)CC4)cc32)cc1
1.0%[76.3 µM] | COc1ccc(-c2c(-c3ccc4c(c3)OCO4)noc2C)cn1
8.6%[76.3 µM] | CC1=C([N+](=O)[O-])C(c2ccc3c(c2)OCO3)N(C)C(=O)N1C (configuration not stated)
2.4% | Cc1ccnc(NS(=O)(=O)c2ccc(NC(=O)Cc3ccc(Cl)cc3)cc2)n1
-19.6%[76.3 µM] | Cc1cc(F)ccc1NC(=O)C(C(C)C)N1Cc2ccccc2C1=O (configuration not stated)
-3.3%[76.3 µM] | O=C1c2ccccc2C(O)N1c1ccccc1 (configuration not stated)
2.8%[76.3 µM] | COc1ccc(OC)c(-c2noc(N3CCN(c4ccc(Cl)cc4)CC3)n2)c1

# No new results follow: entries from further up.
GAA glycogen | canonical_smiles
-3.3%[76.3 µM] | O=C1c2ccccc2C(O)N1c1ccccc1 (configuration not stated)
2.8%[76.3 µM] | COc1ccc(OC)c(-c2noc(N3CCN(c4ccc(Cl)cc4)CC3)n2)c1

# Further results.
GAA glycogen | canonical_smiles
8.2%&-6.2%[76.3 µM] | CCN1C(=NCCc2cccnc2)N[C@@H](c2ccccc2)C(C(=O)OC)=C1C
-23.1%[76.3 µM] | CCCOc1ccc(-c2c(C(=O)N/N=C(\C)c3cccs3)nnn2-c2nonc2N)cc1
? | COc1ccc(OCc2ccc(-c3nc(C#N)c(NCc4ccc(F)cc4)o3)o2)cc1
-14.5% | Cc1ccc(N(C(=O)c2csnn2)C(C(=O)NC2CCCCC2)c2ccccn2)cc1 (configuration not stated)
-4.3%[76.3 µM] | CC(C(=O)Nc1ccccc1C(F)(F)F)N1CCN(C)CC1 (configuration not stated)
-2.1%[76.3 µM] | COc1ccccc1NC(=O)c1ccc(CSc2ccccc2)o1
0.5% | COc1ccc(C(=O)N/C(=C\c2ccccc2)C(=O)NCc2cccnc2)cc1
2.0% | O=C(O)c1ccc(-n2c(/C=C/c3ccccc3)nc3ccccc3c2=O)cc1
-0.3%[76.3 µM] | CCN1CCN(CC(=O)Nc2ccc(N(C)C)cc2)CC1
5.2%[76.3 µM] | CCN(CC(=O)N1CCCCCC1)S(=O)(=O)c1ccc(C)cc1
8.9%[76.3 µM] | Cc1ccc(SC[C@H](C)CN2CC[C@H](NC(=O)OCc3ccccc3)CCC2=O)cc1
-2.9% | COc1ccc(CN2CCN(c3ncnc4scc(-c5ccc(F)cc5)c34)CC2)cc1
-3.3%[76.3 µM] | Cn1ccc(C(=O)Nc2ccc3c(c2)OCCO3)n1
-10.4%[76.3 µM] | COC(=O)c1cccc(NC(=O)c2cnccn2)c1
-4.9%[76.3 µM] | COc1cc(NC(=O)CN2C(=O)COc3ccc(S(=O)(=O)N4CCCCC4)cc32)cc(OC)c1
1.2%[76.3 µM] | CC(=O)N1CCN(c2ccc(Oc3ccc([N+](=O)[O-])c(C(F)(F)F)c3)cc2)CC1
0.1%[76.3 µM] | COc1cn(-c2ccccc2)nc1C(=O)Nc1ccc(C)cc1Cl
2.5%[76.3 µM] | COc1ccc(CCC(=O)OCc2csc(CC(=O)Nc3ccccc3C)n2)cc1
1.9% | O=C(Nc1ccncc1)c1ccc(Cl)cc1
-0.2%[76.3 µM] | COc1ccc(C(=O)NCCn2cc(SCC(=O)NCC3CCCO3)c3ccccc32)cc1OC (configuration not stated)
21.1%[76.3 µM] | CCC(=O)Nc1c(-c2ccc(C)cc2)nc2ccc(C)cn12
-5.8%[76.3 µM] | CCCCN(C(=O)C(C)Oc1ccc(Br)cc1)c1c(N)n(Cc2ccccc2)c(=O)[nH]c1=O (configuration not stated)
-13.1%[76.3 µM] | CCN(Cc1ccccc1)S(=O)(=O)c1ccc2c(c1)NC(=O)CS2
3.0% | CCOc1ccc2c(c1)C(=O)C(=O)N2CC1COc2ccccc2O1 (configuration not stated)
-12.1%[76.3 µM] | CCc1cccc(OCC(=O)Nc2ccc(C(=O)O)cc2NC(=O)COc2cccc(CC)c2)c1
12.5%[76.3 µM] | CCCc1nnc(SCC(=O)NC2CC2)n1C
-4.8% | COc1ccccc1-c1cc(C(=O)NC2CCCC2)no1
14.2%[76.3 µM] | COc1ccccc1N1CCN(C(=O)C2CCN(S(=O)(=O)Cc3ccccc3)CC2)CC1
0.6% | NS(=O)(=O)c1ccc(CCNS(=O)(=O)c2cccc3nsnc23)cc1
0.0% | Fc1ccc2nc3c(nc2c1)CCCC3

# Another view of 4 compounds above.
> CCN1CCN(CC(=O)Nc2ccc(N(C)C)cc2)CC1
  GAA glycogen = -0.3%[76.3 µM]
> CCN(CC(=O)N1CCCCCC1)S(=O)(=O)c1ccc(C)cc1
  GAA glycogen = 5.2%[76.3 µM]
> Cc1ccc(SC[C@H](C)CN2CC[C@H](NC(=O)OCc3ccccc3)CCC2=O)cc1
  GAA glycogen = 8.9%[76.3 µM]
> COc1ccc(CN2CCN(c3ncnc4scc(-c5ccc(F)cc5)c34)CC2)cc1
  GAA glycogen = -2.9%

# Further results follow.
GAA glycogen | canonical_smiles
-9.9%[76.3 µM] | CN(C)S(=O)(=O)c1cccc(COC(=O)Cc2c(F)cccc2Cl)c1
1.8%[76.3 µM] | COC(=O)c1c(NC(=O)C(=O)N2CCCC2)sc2c1CC(C)(C)OC2
-0.9% | COCCCNC(=O)CCn1nc(-c2ccc(Cl)cc2)ccc1=O
2.8% | Cc1ccc(/C=C(/NC(=O)c2ccccc2)C(=O)NC(Cc2c[nH]c3ccccc23)C(=O)O)cc1 (configuration not stated)
-1.8% | Cn1ccnc1C(OC(=O)c1ccc(Cl)cc1)C(F)(F)F (configuration not stated)
-13.0%[76.3 µM] | Cc1ccc(N(Cc2cc3ccc(C)cc3[nH]c2=O)S(=O)(=O)c2ccccc2)c(C)c1
1.2%[76.3 µM] | Cc1ccc(NC(=O)C2CCCN(C(=O)Nc3ccc(F)cc3)C2)cc1 (configuration not stated)
-1.3% | COc1ccc(Cl)cc1NC(=O)CSC1=NN2CCCC(=O)N=C2S1
? | COc1ccc(C=Nc2cccnc2N)cc1
-7.0%[76.3 µM] | COc1ccc(N(C(=O)c2cccnc2)S(=O)(=O)c2ccc(F)cc2)cc1
-10.7% | COc1ccc(S(=O)(=O)N(CC(=O)N2CCCCCC2)c2ccccc2OC)cc1
0.2%[76.3 µM] | CCc1ncc(CN2CCC(C(=O)Nc3cccc(-c4cscn4)c3)CC2)cn1
-5.1% | COc1ccc(/C=C(\C#N)C(=O)NCc2ccccc2)cc1
0.0%[76.3 µM] | COc1cccc(NC(=O)CN2C(=O)NC3(CCCC3)C2=O)c1
-25.1%[76.3 µM] | CCC(C(=O)NCc1ccc(C)o1)n1nc(C)c2c(C)n(-c3ccccc3)nc2c1=O (configuration not stated)
-3.2% | CN(C)S(=O)(=O)c1ccc(Cl)c(NC(=O)CN2CCCC2)c1
-7.1%[76.3 µM] | Cn1nnnc1SCCCNCc1ccc(-c2cccc(Cl)c2)o1
-9.3% | Cc1ccc(S(=O)(=O)N2CCOCC2)cc1C(=O)NC1CCCC1
1.4%[76.3 µM] | COc1cc(C(c2c(C)[nH][nH]c2=O)c2c(C)[nH][nH]c2=O)cc(Br)c1OC
-6.9%[76.3 µM] | NS(=O)(=O)c1ccc(CCNC(=O)Cn2c(=O)c3cccn3c3cccnc32)cc1
5.0%[76.3 µM] | CCn1c(SCC(=O)NC(C)C(C)C)nc2cc(S(=O)(=O)N3CCOCC3)ccc21 (configuration not stated)
-5.5%[76.3 µM] | CC(C)c1ccc(/C=N/NC(=O)c2nnn(-c3nonc3N)c2CN(C)C2CCCCC2)cc1
-3.7% | CCOc1ccc(S(=O)(=O)N2CC(=O)Nc3ccccc32)cc1C#N
0.2%[76.3 µM] | CC1(C(=O)Nc2ccc3c(c2)OCO3)CC1(Cl)Cl (configuration not stated)
-1.1% | COc1cc(C(=O)NCC2CCCCC2)cc(OC)c1OC
-20.9% | CCc1ccc(NC(=S)N2CCC(NC(=O)C3CCCCC3)CC2)cc1
-10.9%[76.3 µM] | COc1ccc(NC(=O)c2cc(-c3ccccn3)nc3c(C)cc(C)cc23)c(C)c1
-4.1%[76.3 µM] | COc1ccc(S(=O)(=O)NCCc2cn3nc(C)c(C)nc3n2)cc1C
-3.9% | O=C(Nc1ccc(NC(=O)c2ccc3c(c2)OCCO3)cc1)c1ccccc1
1.5% | O=C(CN1CCN(c2ccc(F)cc2)CC1)Nc1ccc2c(c1)OCCO2
-0.6%[76.3 µM] | Cc1ccc2nc(NC(=O)C3CCN(c4ncnc5sc(C)c(C)c45)CC3)sc2c1
-13.1%[76.3 µM] | Cc1nn(C)c(C(=O)NNC(=O)NC2CCCCC2)c1Cl
-4.1%[76.3 µM] | COc1ccc(-n2nc3c(c2NC(=O)COc2ccccc2)CS(=O)(=O)C3)cc1
? | CCOc1cc(C2C3=C(CC(C)(C)CC3=O)N(C)C3=C2C(=O)CC(C)(C)C3)ccc1O
1.4% | COc1ccc(OCC(O)CNC(C)c2ccccc2)cc1 (configuration not stated)
14.7%[76.3 µM] | COc1ccc(Cl)cc1C(=O)N1CCN(Cc2ccc3c(c2)OCO3)CC1
2.4%[76.3 µM] | O=C(O)c1ccc(Oc2ccc(S(=O)(=O)c3ccc(C(=O)O)c(C(=O)O)c3)cc2)cc1
-8.2%[76.3 µM] | CC(=O)c1cccc(NC(=O)Nc2nnc(N3CCCC3)s2)c1
-15.1%[76.3 µM] | COc1ccc(NC(=O)CN(c2ccc(OC)c(Cl)c2)S(=O)(=O)c2ccccc2)cc1
-7.6%[76.3 µM] | COc1cccc(Nc2cc(-c3ccccc3)nc(C)n2)c1
-12.1%[76.3 µM] | COC(=O)C1CC(=O)N(c2ccc(OCc3ccccc3Cl)cc2)C1 (configuration not stated)
-5.4% | COc1cc(C(=O)NCCOc2ccccc2C)cc(OC)c1OC
-7.9%[76.3 µM] | CC(C)(CO)NCc1c(OCc2ccc(Cl)cc2)ccc2ccccc12
-1.2%[76.3 µM] | O=C(COc1ccccc1Cl)NNC(=O)c1cc(S(=O)(=O)N2CCOCC2)ccc1N1CCCC1
-1.5% | Cc1cc(C)cc(NC(=O)CC2Oc3ccc(C)cc3NC2=O)c1 (configuration not stated)
-8.7%[76.3 µM] | Cc1ccc(/C=N/NC(=O)c2nnn(-c3nonc3N)c2C)o1
20.0%[76.3 µM] | CCOc1ccccc1N(C)C(=O)C1CCCN(c2ncnc3c2nc2n3CCCCC2)C1 (configuration not stated)
-1.6% | CCc1ccc(/C=N/NC(=O)c2nnn(-c3nonc3N)c2CN2CCc3ccccc32)cc1
? | COc1ccc(S(=O)(=O)NNC(=O)c2ccc([N+](=O)[O-])cc2)cc1
-4.6% | COc1ccc(CNc2ncccc2[N+](=O)[O-])cc1
4.0%[76.3 µM] | COCc1ccc(C(=O)N2CCCC(N(C)CCc3ccc(OC)c(OC)c3)C2)s1 (configuration not stated)
0.2%[76.3 µM] | C/C(=N\Nc1nncc2ccccc12)c1ccc(Cl)c([N+](=O)[O-])c1
14.0%[76.3 µM] | CNC(=O)c1ccccc1Nc1ccc(SC(F)F)cc1

# Not all compounds are listed; rates above refer to the full screens.
